# Source: PubChem
# BoNT F protease: BoNT F light chain protease inhibition. Multiplex microsphere protease cleavage assay, flow cytometry. inhibition, % at 10 µM. 0.22% of 360,000 active; in the data active = inhibition above about 35%, passing the limit was not always enough; inconclusive = no clear call, values can overlap the other calls; note: plate controls were buffer without enzyme for full effect and enzyme alone for no effect
# DUSP3 inh: DUSP3 (human) phosphatase inhibition | P51452 | recombinant VHR phosphatase, pNPP absorbance | inhibition, % at 13.3 µM | 0.52% of 290,000 active | AID 1654; in the data active = inhibition above about 50%; note: some compounds called inactive have numbers as strong as hits
# Target sequence (P51452 whole entry, looked up): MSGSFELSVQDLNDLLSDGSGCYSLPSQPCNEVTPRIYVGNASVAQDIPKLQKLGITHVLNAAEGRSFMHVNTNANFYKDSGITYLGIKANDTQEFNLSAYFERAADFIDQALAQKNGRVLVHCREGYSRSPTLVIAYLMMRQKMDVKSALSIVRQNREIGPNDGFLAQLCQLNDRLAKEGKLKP
# SSB-PriA inh: inhibitors of Klebsiella pneumoniae PriA binding to SSB C-terminal tail | 0.6% of 430,000 active | inhibition, % at 33 µM | AlphaScreen SSBct-PriA binding, biotinylated peptide; in the data active = inhibition mostly above about 37%, no sharp cut-off; inactive = mostly below about 20%;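 note: plate controls were negative control peptide for no effect and reference peptide for full effect; strong numbers were not always called active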
# BoNT A protease: blocks Botulinum neurotoxin A light chain protease; multiplex microsphere protease substrate cleavage, flow cytometry; 0.17% of 360,000 active; inhibition, % at 10 µM; AID 588499; note: plate controls were buffer without enzyme for full effect and enzyme alone for no effect
# Anthrax LF inh2: anthrax lethal factor protease inhibition; P15917; multiplex microsphere protease cleavage assay, LF; inhibition, % at 10 µM; 0.12% of 360,000 active; note: plate controls were buffer without enzyme for full effect and enzyme alone for no effect
# MazEF act: MazEF (E. coli) toxin RNase activation; P0AE70; FAM/BHQ RNA-DNA oligo cleavage fluorescence, 5 h; activation, % at 20 µM; 0.32% of 350,000 active; AID 504720; in the data active = activation above about 50%
# Target sequence (P0AE70 whole entry, looked up): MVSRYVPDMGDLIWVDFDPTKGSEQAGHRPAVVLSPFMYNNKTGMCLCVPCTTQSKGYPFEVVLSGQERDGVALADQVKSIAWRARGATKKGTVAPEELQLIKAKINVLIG
# CCHFV vOTU inh: CCHFV vOTU protease inhibition; Pep-AMC fluorescence; inhibition, % at 11.5 µM; 0.55% of 370,000 active; in the data active = inhibition above about 30%; note: 0% = vehicle wells with enzyme and 100% = no enzyme wells
# SARS 3CLpro inh: SARS-CoV 3CLpro protease inhibition | P0C6X7 | recombinant SARS-CoV 3CLpro, quenched FRET peptide cleavage | inhibition, % at 6 µM | 0.14% of 290,000 active; in the data active = inhibition above about 12%
# Rv3671c inh: inhibitors of M. tuberculosis serine protease Rv3671c; P9WHR9; AID 2606; inhibition, % at 5.96 µM; 0.048% of 320,000 active; in the data active = inhibition above about 38%;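 note: extracellular domain of Rv3671c used as enzyme; 0% = enzyme with DMSO and 100% = no enzyme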
# Target sequence (P9WHR9 whole entry, looked up, the tested form may be a part): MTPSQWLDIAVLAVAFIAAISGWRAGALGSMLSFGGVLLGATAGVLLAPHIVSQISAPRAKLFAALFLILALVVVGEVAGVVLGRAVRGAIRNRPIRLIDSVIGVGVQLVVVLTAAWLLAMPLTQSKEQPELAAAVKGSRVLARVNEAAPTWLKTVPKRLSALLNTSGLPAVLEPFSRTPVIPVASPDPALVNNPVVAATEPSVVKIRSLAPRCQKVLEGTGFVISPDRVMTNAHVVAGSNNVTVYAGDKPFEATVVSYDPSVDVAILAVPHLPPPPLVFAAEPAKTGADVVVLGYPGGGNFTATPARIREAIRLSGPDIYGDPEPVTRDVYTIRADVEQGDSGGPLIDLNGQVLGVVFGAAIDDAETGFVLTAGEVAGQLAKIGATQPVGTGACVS
# PrPC TRFRET: cell surface PrPC inhibition, primary TR-FRET screen; inhibition, % at 13.8 µM; TR-FRET read-out; 0.43% of 370,000 active; P04156; in the data active = inhibition above about 24%; note: 0% = median of the test wells and 100% = reference compound wells
# * hit, by the source's call; ? = inconclusive; / = no result given. Cut-off read from the data, not from the text of the source, unless noted: active = inhibition above about 30%; inconclusive = no clear call, values can overlap the other calls; inactive = below that. This is a subset; rates above refer to the full screens.
SMILES,BoNT F protease,DUSP3 inh,SSB-PriA inh,BoNT A protease,Anthrax LF inh2,MazEF act,CCHFV vOTU inh,SARS 3CLpro inh,Rv3671c inh,PrPC TRFRET
Cc1ccc(OCC(=O)N(Cc2ccccc2)C(C)C)c([N+](=O)[O-])n1,-4.7,-6.7,-10.0,-0.2,0.2,-0.3,-2.9,4.0,-1.7,-17.9
COc1ccc(/C=C/C(=O)Nc2ccc3c(c2)CCC3)cc1OC,-0.2,4.3,-8.8,-0.3,-0.4,-0.6,12.4,-0.3,-20.7,-5.4
Cc1cc(C(=O)N/N=C/c2ccc(N3CCOCC3)cc2)c(C)o1,21.9,25.6,/,4.9,8.0,33.5,-9.7,2.5,5.9,15.6
CC1CN(O)C2CCc3nonc3C12O (centres undefined),4.6,-4.6,-16.9,0.2,4.8,-4.3,-9.0,4.2,-11.0,4.0
CC(C)[C@H](NC(=O)N1c2ccccc2NC(=O)[C@@H]1C(C)C)C(=O)N1CCC(C(=O)O)CC1,-1.2,8.8,-9.5,-0.5,-5.4,7.9,4.7,7.9,6.5,-7.3
CCc1ccc(NC(=O)C(C)OC(=O)c2ccc(NS(=O)(=O)c3ccc(C)c([N+](=O)[O-])c3)cc2)cc1 (centres undefined),-5.4,-6.7,-1.1,1.0,-0.5,10.1,25.4,6.3,-114.2,1.3
Cc1ccc(NC(=O)/C=C/c2ccc3c(c2)OCO3)nc1,1.4,-6.1,-8.0,-0.6,-0.3,-7.4,-1.7,-3.2,2.1,14.7
O=C(Cc1ccc(Cl)cc1)Nc1cccnc1Cl,2.5,/,/,-0.5,-2.6,2.8,4.8,/,/,1.6
COc1cccc(-c2nnc(NC(=O)c3ccc4ncsc4c3)o2)c1,-29.3,-2.9,-0.9,-3.2,-3.4,-0.7,6.9,-5.9,-4.3,-8.4
Fc1ccc(CSc2nncn2NCc2ccccc2)cc1,-1.7,17.8,-1.1,-0.2,2.5,-0.7,0.9,-1.3,1.5,1.4
Cc1cc(OCc2cc(C(=O)NCCN3CCCCC3CO)no2)cc(C)c1Cl (centres undefined),/,39.5,11.9,/,/,-7.0,-1.0,-4.0,-6.0,-2.8
CC(C)CNC(=O)c1cc(-c2ccc(Cl)c(Cl)c2)on1,3.7,8.5,-10.5,0.1,1.2,-3.2,/,-3.0,2.2,/
COCCCn1c(SCC(=O)Nc2nc3ccccc3s2)nnc1-c1ccoc1C,4.1,35.2,-5.5,0.5,-1.7,-7.8,-15.9,-1.4,-18.2,-0.3
CNc1cc(C)nc(-n2nc(C)cc2C)n1,-5.3,-5.4,-13.6,-0.4,-2.6,-10.4,5.4,-3.2,0.6,-3.7
Cc1cc(C)cc(NC(=S)Nc2ccccn2)c1,-1.8,4.2,-6.2,1.1,0.4,-3.7,-0.8,1.6,-14.5,3.0
COc1ccc(N2CCN(C(=O)COC(=O)c3ccc(OC(F)F)cc3)CC2)cc1,6.1,/,3.5,3.2,-13.6,2.0,-5.1,/,-6.1,-1.3
O=C(CSc1nnc(-c2ccc(S(=O)(=O)N3CCCC3)cc2)o1)NCC1CCCO1 (centres undefined),-3.2,25.1,-6.8,-1.4,-6.4,-2.4,5.0,-0.5,3.5,-2.7
O=C1[C@@H]2CSCN2C(=O)CN1CCc1cccc(F)c1,14.1,17.3,-10.2,?,?,1.9,-4.6,7.8,1.3,0.5
Cc1c(C(=O)NCc2ccccc2CN2CCCC2)oc2ccccc12,18.7,/,1.9,5.6,-3.9,5.7,-1.9,/,/,-12.4
O=C(CSc1nnc(-c2ccncc2)o1)c1cccc([N+](=O)[O-])c1,-1.5,13.4,-4.3,0.9,1.5,-1.6,-13.9,-6.7,2.4,-7.8
CCC(C)NC(=O)CSC1=Nc2ccccc2C2=NC(CCC(=O)NCc3ccco3)C(=O)N12 (centres undefined),2.3,32.7,3.4,1.0,0.9,-0.9,-3.1,1.6,5.1,2.2
Cc1ccnc(NC(=O)CCNS(=O)(=O)c2ccc(C)c(C)c2)c1,11.7,6.5,-2.7,0.5,-3.7,-2.8,-5.5,-5.1,-4.1,-5.8
COc1ccc(/C=C/C(=O)c2cc(Br)ccc2OC(=O)c2ccco2)cc1OC,-5.2,-2.8,-12.9,-0.7,-0.1,-3.4,-2.9,-4.3,-7.7,3.0
CN(C)c1ccc(NC(=O)CCN2C(=O)c3cccc([N+](=O)[O-])c3C2=O)cc1,?,15.4,8.4,?,-5.9,2.1,2.4,2.1,-6.4,3.0
Cc1occc1C(=O)N/N=C/c1c[nH]c2ccccc12,-4.7,35.6,/,-0.6,-8.2,2.3,/,-0.5,-8.3,/
# (more compounds)
SMILES,BoNT F protease,DUSP3 inh,SSB-PriA inh,BoNT A protease,Anthrax LF inh2,MazEF act,CCHFV vOTU inh,SARS 3CLpro inh,Rv3671c inh,PrPC TRFRET
CCc1ccc(OCC(O)CNC(C)(C)C)cc1 (centres undefined),-10.5,19.4,2.0,0.5,-5.9,19.5,7.3,3.6,-7.2,3.9
CN(Cc1ccccc1)C(=O)Cn1nnc(-c2ccccc2)c1COc1ccccc1,-0.2,/,/,-0.4,2.5,/,2.7,/,/,-6.0
CC(C)(C)c1ccc(C(=O)N2CCCC2)s1,?,8.8,-3.9,?,-18.0,-0.9,-0.6,-0.4,3.3,-0.1
CC(C)C[C@H]1CN(CCCC[C@H]2CNC(=O)C(=O)N2CCc2ccccc2)C(=O)C(=O)N1Cc1ccccc1,-2.0,/,/,0.3,-8.4,/,4.5,/,/,5.5
Cc1cc(C)c(S(=O)(=O)N2CCCC(C(=O)NC3CC3)C2)c(C)c1 (centres undefined),-1.6,18.8,-9.1,2.8,3.1,2.3,-19.0,0.0,-1.3,5.4
COc1cccc(NC(=O)C(=O)NCC2CCCN2S(=O)(=O)c2ccccc2)c1 (centres undefined),-6.9,/,-7.8,0.7,-2.7,0.0,-5.8,/,0.2,6.4
CC[C@@]12C(=O)N(c3cccc(Cl)c3)C(=O)N1[C@H](c1cccc(C)c1)[C@@H]1C(=O)N(Cc3ccccc3)C(=O)[C@@H]12,-3.9,/,5.2,-0.4,-3.2,0.9,0.2,/,-8.6,-1.9
CCOC(=O)c1cccnc1SCc1cc(=O)n2ccccc2n1,-2.1,22.6,-10.9,0.8,0.9,-0.3,-9.1,1.4,9.8,-7.6
O=C(c1ccc([N+](=O)[O-])cc1)N(Cc1ccc(Br)cc1)N1C(=O)CCCC1=O,-0.8,8.3,-6.5,2.1,-1.4,-0.3,-3.3,6.9,3.6,0.6
C[C@@H]1CCCCO[C@@H](CN(C)Cc2ccncc2)[C@@H](C)CN([C@H](C)CO)C(=O)c2cc(NC(=O)c3ccccc3)ccc2O1,-1.6,/,/,0.0,-8.1,-4.2,-3.8,/,/,5.0
Cc1ccc2nc(-c3ccccc3)c(-c3ccccc3)nc2c1,-1.3,25.9,-43.9,0.4,-2.5,-2.1,-15.5,2.9,-1.8,4.4
CC(NC(=O)COc1cccnc1[N+](=O)[O-])c1ccc(Cl)cc1 (centres undefined),4.4,24.8,2.2,0.3,1.7,1.9,11.3,4.7,-13.4,1.4
CCCCn1nnnc1SCC(=O)c1ccc(C)c(C)c1,-4.1,-31.4,-36.8,0.1,-0.2,1.2,3.2,2.9,2.5,10.3
CCN1C(=O)/C(=C/C2=Cc3ccccc3OC2C)SC1=S (centres undefined),-27.6,11.2,11.5,15.0,?,-66.8,-5.3,0.9,-5.6,4.7
CCOC(=O)CSc1ncnc2c1nnn2-c1ccc(F)cc1,-4.1,14.3,-20.4,0.3,-2.7,11.5,14.5,3.5,6.1,-7.0
COc1ccc(CN2C(=S)NC(C)(C)CC2(C)O)cc1 (centres undefined),-5.3,4.5,-2.4,1.0,-1.5,2.2,11.0,-0.8,5.4,-4.0
CN(C(=O)c1ccc(NC(=O)C2CCCN(C(=O)OC(C)(C)C)C2)cc1)C1CC1 (centres undefined),-7.6,/,-8.5,-0.3,-4.4,3.1,-5.2,/,-1.2,-4.7
COCc1cc(=O)n2[nH]c(C(F)(F)F)nc2n1,3.7,19.4,-7.0,-0.4,-2.8,9.9,0.5,-6.1,-2.4,0.8
CC(C)OCCCNC(=O)c1c(N)n(/N=C/c2cccs2)c2nc3ccccc3nc12,?,16.7,/,?,?,-26.9,10.6,-1.6,-3.0,-4.8
CCCCNC(=O)C1(C)CCN1C(=O)c1cc(-c2ccccc2)cs1 (centres undefined),-7.4,/,/,-0.7,-7.8,/,2.0,/,/,3.8
COCCn1c(SCC(=O)NC2(C#N)CCCCC2)nc2ccccc2c1=O,-15.1,/,-1.8,-3.9,-1.4,1.7,9.4,/,-2.2,5.9
O=C(NCc1ccccc1)C1CCN(S(=O)(=O)c2cccc3cccnc23)CC1,0.9,6.6,-0.3,0.8,-5.1,2.7,-6.9,-0.2,-0.7,7.2
Cc1ccc(C(c2sc3nc(C)nn3c2O)N2CCN(C(=O)c3ccco3)CC2)cc1 (centres undefined),-6.4,9.4,-5.7,2.2,5.3,0.2,-20.0,-1.2,0.8,-7.5
CCOC(=O)[C@]12Cc3ccccc3[C@H]1N(CCC(=O)OC)C(=O)c1cc(OC)ccc12,4.3,/,/,1.0,0.3,/,0.1,/,/,12.5
CN(C)N1C(N)=C(C#N)C(c2ccc3c(c2)OCO3)C2=C1CC(C)(C)CC2=O (centres undefined),2.4,2.4,11.9,-1.4,-1.2,4.3,-6.8,1.9,-5.2,2.6
# Later entries.
SMILES,BoNT F protease,DUSP3 inh,SSB-PriA inh,BoNT A protease,Anthrax LF inh2,MazEF act,CCHFV vOTU inh,SARS 3CLpro inh,Rv3671c inh,PrPC TRFRET
CSc1nc2ccc(NC(=O)C3CC(=O)N(Cc4ccco4)C3)cc2s1 (centres undefined),-16.1,18.9,11.3,-0.4,0.6,-4.3,5.5,-8.2,-1.2,5.0
CC(C)(C)CNC(=O)c1cc2c(Br)ccc(Br)c2nc1N,3.9,/,/,0.4,0.2,/,10.3,/,/,21.1
O=C(Nc1cc(Cl)ccc1N1CCOCC1)C1CC1,-0.9,/,-1.4,0.1,-3.3,6.6,6.3,/,6.2,-10.3
Cc1ccccc1C(=O)N1CCC(C(=O)OCc2ccccc2Cl)CC1,-7.7,/,-11.5,-0.8,-4.9,-3.4,8.2,/,-8.8,-1.8
COc1ccc(C(C)NC(=O)c2cccc([N+](=O)[O-])c2)cc1OC (centres undefined),-2.2,-8.3,8.4,0.6,7.3,2.1,-3.7,3.3,-4.7,-19.4
CCS(=O)(=O)c1ccc2oc(SCC(=O)c3c(N)n(C4CC4)c(=O)[nH]c3=O)nc2c1,0.5,/,1.9,-0.1,-2.1,1.8,0.1,/,-4.2,-2.4
CCN(CC)C(=O)C1CCN(C(=O)c2oc3ccc(C)cc3c2C)CC1,0.4,2.5,-20.8,-1.6,-1.4,-2.8,-11.1,-1.5,3.6,-3.8
CCOc1c(C(N)=O)cc([N+](=O)[O-])cc1[N+](=O)[O-],-4.3,1.3,-3.8,0.6,-5.4,-4.9,5.4,1.5,-5.0,-18.2
CC1CCC(NC(=O)CN(C)S(=O)(=O)c2ccc3c(c2)CCC(=O)N3)CC1 (centres undefined),6.3,27.4,-11.4,0.6,2.5,5.1,7.8,-0.6,-5.5,-3.8

# Structures shown so far that have fluorine (five):
SMILES,BoNT F protease,DUSP3 inh,SSB-PriA inh,BoNT A protease,Anthrax LF inh2,MazEF act,CCHFV vOTU inh,SARS 3CLpro inh,Rv3671c inh,PrPC TRFRET
Fc1ccc(CSc2nncn2NCc2ccccc2)cc1,-1.7,17.8,-1.1,-0.2,2.5,-0.7,0.9,-1.3,1.5,1.4
COc1ccc(N2CCN(C(=O)COC(=O)c3ccc(OC(F)F)cc3)CC2)cc1,6.1,/,3.5,3.2,-13.6,2.0,-5.1,/,-6.1,-1.3
O=C1[C@@H]2CSCN2C(=O)CN1CCc1cccc(F)c1,14.1,17.3,-10.2,?,?,1.9,-4.6,7.8,1.3,0.5
CCOC(=O)CSc1ncnc2c1nnn2-c1ccc(F)cc1,-4.1,14.3,-20.4,0.3,-2.7,11.5,14.5,3.5,6.1,-7.0
COCc1cc(=O)n2[nH]c(C(F)(F)F)nc2n1,3.7,19.4,-7.0,-0.4,-2.8,9.9,0.5,-6.1,-2.4,0.8
